Bioassay records deposited in PubChem BioAssay by National Center for Advancing Translational Sciences (NCATS).
aSyn yeast inh: inhibitors of alpha-synuclein toxicity in yeast | Yeast expressing alpha-synuclein, growth rescue, BacTiter-Glo, 24 h | Potency, µM (doses to about 46.1 µM), for inactives: at the highest dose growth rescue (activation), actives largely listed as activators | actives 0.14% (n = 370,000); also: potency is read from the fitted curve at half-maximal effect; % of control where 0% means no effect; nearly all actives have a fitted effect of over 65% in size
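Screening used galactose-induced yeast with toxic alpha-synuclein levels, exposed to compound for 24 hr at 30 deg C. Cell growth, read with BacTiter-Glo luminescence, gave the measured signal.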
FUS suppressor: rescues growth of FUS-expressing yeast. actives 0.24% (n = 390,000). AID 1347120. Potency, µM (top dose mostly 76.6 µM), inactives show top-dose growth rescue (activation), actives largely listed as activators. S. cerevisiae FUS-expressing, growth rescue, OD600, 24 h;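 also: potency is read from the fitted curve at half-maximal effect; plate controls were DMSO vehicle for no effect and reference control for full effect; nearly all actives have a fitted effect of over 55% in size; some results filed as inactive show a strong effect at the top dose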
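Absorbance at 600 nm, taken 24hr after compound addition, measured rescue of FUS-yeast growth at 30C. Induction used 2% galactose with seeding at OD 0.005. Controls: CP55940 from 92uM final, DMSO only.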
PLK1 PBD inh: inhibitors of human PLK1 polo-box domain binding; P53350; Plk1 PBD binding of FITC phosphopeptide, fluorescence polarization; Potency, µM, inactives show max response, negative = inhibition, actives largely listed as inhibitors; actives 2.8% (n = 360,000); AID 720504; also: potency is read from the fitted curve at half-maximal effect; series mostly up to about 57 µM; % is scaled to controls: 0 for no effect and ±100 for the full control effect; nearly all actives have a fitted effect of over 65% in size
WRN inhibitor: blocks human WRN helicase; WRN helicase unwinding, fluorescent forked duplex, kinetic; Potency, µM (series often up to 114 µM), inactives show at the top dose activity change, negative = inhibition, usual class: inhibitors; actives 0.46% (n = 360,000); Q14191; also: potency is read from the fitted curve at half-maximal effect; % is scaled to controls: 0 for no effect and ±100 for the full control effect; nearly all actives have a fitted effect of over 55% in size
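Kinetic red-fluorescence monitoring (525/598 nm) tracks WRN helicase activity after 100 nM fluorophore-quencher forked duplex and 2 mM ATP are added to 20 nM enzyme pretreated 15 min at room temperature with compound.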
EPAC1 ag: activates human EPAC1 exchange factor; O95398; EPAC1 agonist qHTS, biochemical assay; response scale: 100% = response to 6.5 mM cAMP; Potency, µM (doses to about 154 µM), without a hit: top-dose activation, hits mostly activators; actives 0.073% (n = 360,000); also: potency is read from the fitted curve at half-maximal effect; nearly all actives have a fitted effect of over 60% in size
Target sequence (O95398 whole entry, looked up): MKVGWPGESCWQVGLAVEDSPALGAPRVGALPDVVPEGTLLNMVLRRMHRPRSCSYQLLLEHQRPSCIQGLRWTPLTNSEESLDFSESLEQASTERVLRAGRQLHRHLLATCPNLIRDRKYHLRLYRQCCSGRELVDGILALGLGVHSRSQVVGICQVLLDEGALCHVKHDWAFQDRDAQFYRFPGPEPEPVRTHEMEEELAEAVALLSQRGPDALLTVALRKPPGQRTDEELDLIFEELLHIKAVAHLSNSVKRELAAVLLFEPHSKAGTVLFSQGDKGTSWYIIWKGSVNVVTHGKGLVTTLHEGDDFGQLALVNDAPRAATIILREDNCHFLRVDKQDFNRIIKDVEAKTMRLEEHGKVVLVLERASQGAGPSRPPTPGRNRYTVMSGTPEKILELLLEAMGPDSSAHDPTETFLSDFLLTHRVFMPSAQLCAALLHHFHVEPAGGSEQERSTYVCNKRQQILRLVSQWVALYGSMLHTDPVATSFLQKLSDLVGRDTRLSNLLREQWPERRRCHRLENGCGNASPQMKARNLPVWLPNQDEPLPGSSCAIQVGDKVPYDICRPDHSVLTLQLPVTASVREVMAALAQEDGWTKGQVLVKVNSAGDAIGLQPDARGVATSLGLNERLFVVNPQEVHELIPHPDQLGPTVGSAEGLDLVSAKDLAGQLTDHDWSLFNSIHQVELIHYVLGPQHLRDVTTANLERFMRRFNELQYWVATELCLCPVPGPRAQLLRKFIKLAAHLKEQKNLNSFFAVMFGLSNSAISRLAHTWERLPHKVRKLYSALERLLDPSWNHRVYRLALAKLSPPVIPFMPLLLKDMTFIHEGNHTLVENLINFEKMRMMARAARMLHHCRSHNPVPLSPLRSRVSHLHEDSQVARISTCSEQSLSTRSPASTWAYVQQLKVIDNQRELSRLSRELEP
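Compounds were pinned as a concentration titration into mixtures of EPAC1 (100 nM), BODIPY-GDP-loaded Rap1B (250 nM) and GDP (50 uM). After 5 min at room temperature, fluorescence was followed for 30 min; activity was scaled to 6.5 mM cAMP.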
EPAC1 antagonist: EPAC1 (human) antagonism | O95398 | EPAC1 GEF assay, Rap1b-BODIPY-GDP exchange fluorescence | Potency, µM (titrated, usually from 115 µM), for the others: at the top dose activity change, negative = inhibition, most hits filed as inhibitors | actives 0.14% (n = 360,000);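 also: potency is read from the fitted curve at half-maximal effect; plate controls were vehicle for no effect and positive control for full effect; nearly all actives have a fitted effect of over 50% in size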
IL2 activator: IL-2 activation | IL-2 activation reporter assay, cell-based qHTS; stimulated with anti-CD3/CD4/CD28 beads; in transgenic mouse T cells | AID 652025 | activation, % (series mostly up to about 46 µM) | actives 0.065% (n = 360,000); in the data active = activation above about 50%; inconclusive = mostly about 30% to 49%; also: 0% is about no effect
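EGFP and DsRed fluorescence is measured by plate cytometry in unstimulated transgenic mouse T cells exposed to compound for 60 minutes, then stimulated 18 hours at 37 degrees C with anti-CD3/anti-CD4 beads plus anti-CD28.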
Abeta yeast res: restores growth of yeast expressing A-beta42 peptide | Potency, µM (doses to about 46.1 µM), for inactives: top-dose growth rescue, actives largely listed as activators | actives 0.063% (n = 410,000) | yeast expressing A-beta42, growth rescue, OD600, 48 h; response scale: 0% DMSO, 100% iron-clioquinol control; also: potency is read from the fitted curve at half-maximal effect; nearly all actives have a fitted effect of over 55% in size
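Yeast A-beta toxicity model in growth medium with pinned compounds, 48 h at 30 C; growth read as absorbance at 600 nm. Normalized to FeCl3/clioquinol equimolar mix (positive) and DMSO (negative).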
PI5P4Ka inh: blocks human PI5P4K alpha kinase activity; P48426; actives 1.2% (n = 330,000); PI5P4Kalpha enzyme, ADP-Glo luminescence, 60 min; active compounds read low; AID 652105; max response, %; active = max response of -50% or lower; inconclusive = between -30% and -50%; inactive = -30% or higher; also: value at the top dose of about 77 µM; % is scaled to controls: 0 for no effect and ±100 for the full control effect
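Single end-point luminescence (ADP-Glo) quantified ADP from PI5P4Kalpha turnover; ATP 5 microM final, 1 h at RT, 0.1% CHAPS and 0.28 mM EGTA in HEPES pH 7.4.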
The depositor's hits bear a star; u = inconclusive; x = not tested or not shown; [ ] = another dose, or the depositor's remark. Unless noted, calls follow the shape of the dose curve; as a rule, active = well fitted curve in the direction sought with a large enough effect; inconclusive = small, poorly fitted or top-dose-only effect, or another doubt; inactive = no such curve, though single readings can be large; an effect the other way counts as inactive or inconclusive. Random draw from the library (roughly 4.1% active in at least one column).

SMILES	aSyn yeast inh	FUS suppressor	PLK1 PBD inh	WRN inhibitor	EPAC1 ag	EPAC1 antagonist	IL2 activator	Abeta yeast res	PI5P4Ka inh
Cc1cc2nnc(SCC(=O)NCC(c3ccccc3)N(C)C)n2c2ccccc12 (stereo not given)	4%	x	3%	-6%	1%	13%	-1.1	-1%	-3
CC1(C)CC(=O)c2sc(NC(=O)CN3CCOCC3)nc2C1	5%	8%	1%	0%	-13%	1%	1.3	6%	7
COC(=O)[C@H](Cc1ccc(O)cc1)NC(=O)Cn1cnc2c(NCc3ccccc3)ncnc21	1%	-18%	-7%	-7%	1%	0%	-0.3	-7%	0
CCn1cc(S(=O)(=O)Nc2cccnc2)cn1	3%	-25%	-7%	3%	8%	-4%	-1.0	-3%	7
COc1ccc(-c2csc(C(C)(O)c3cccc(F)c3)n2)cn1 (stereo not given)	-24%	-4%	-8%	-8%	-12%	-10%	-1.0	-13%	-2
CCCCC(CC)CNC(=O)c1cc2ccccc2c(=O)o1 (stereo not given)	0%	5%	-19%	-7%	2%	0%	-0.9	-4%	15
O=C(Cn1cc(C(=O)COc2ccccc2)c2ccccc21)NCc1ccco1	4%	17%	17%	-13%	-2%	8%	-0.1	3%	2
COc1cc(C2c3cc4c(cc3C3OC(=O)C2C3CO)OCO4)cc(OC)c1OC (stereo not given)	0%	-1%	-9%	1%	0%	-6%	-2.0	-1%	-4
COc1ccccc1NS(=O)(=O)c1cc(NC(=O)c2cc[n+]([O-])cc2)ccc1N1CCCC1	0%	11%	3µM*	u	14%	-13%	-4.3	-94%[inhibitor]	-25
COc1ccc(CNC(=O)COC(=O)c2ccco2)cc1	0%	-29%	-8%	9%	3%	-16%	-5.4	-18%	-6
c1ccc(C(c2nnnn2Cc2ccco2)N2CCN(c3nc4ccccc4s3)CC2)cc1 (stereo not given)	10%	44%	-5%	-7%	7%	5%	-0.8	3%	0
CCC(=O)N1CCCC1(C)C(=O)Nc1cc(OC)ccc1OC (stereo not given)	2%	3%	-5%	-2%	8%	6%	-0.2	-10%	6
COc1ccc(S(=O)(=O)N2CCC(C(=O)Nc3ccc4c(c3)OCCO4)CC2)cc1OC	-2%	u	-9%	-2%	6%	-14%	0.0	8%	x
CCCN1Cc2cccc(C(=O)Nc3ccc(-c4nc5ccccc5[nH]4)cc3)c2C1=O	-6%	x	1%	-20%	5%	-4%	-2.3	-6%	-13
COc1cc(NC(=S)Nc2ccccn2)cc(OC)c1	1%	4%	-1%	-14%	4%	-23%	3.6	0%	2
O=C(COC(=O)[C@@H]1CCCN1S(=O)(=O)c1ccc(Cl)cc1)NC12CC3CC(CC(C3)C1)C2	11%	u	0%	-6%	11%	-24%	-1.9	10%	-1
Cc1cc(C)nc(NS(=O)(=O)c2ccc(N3C(=O)C4CCCCC4C3=O)cc2)n1 (stereo not given)	-1%	-5%	-16%	17%	7%	-3%	0.0	-3%	-5
CCN(CC(=O)Nc1ccc(NC(C)=O)cc1)C(=O)C1(c2ccccc2)CC1	2%	x	-1%	-8%	3%	-3%	5.2	21%	2
CC1CC(C)(C)NC(=S)S1 (stereo not given)	-9%	1%	24µM*	3%	-5%	9%	0.6	3%	0
CCOC(=O)CCCNC(=O)CN1C(=O)NC2(CCCCCC2)C1=O	14%	-27%	3%	-3%	2%	-2%	-3.0	6%	x
CCOC(=O)C1=C(COC(=O)/C=C/c2ccccc2F)NC(=O)NC1C (stereo not given)	6%	1%	-11%	-6%	-6%	-7%	-0.2	-23%	6
Cc1ccc(C)c(N2CCN(CCN3CCCCC3)CC2)c1	8%	-18%	-11%	7%	-12%	3%	2.4	-10%	0
CCC(=O)Nc1ccc(Cl)c(NC(=S)NC(C)=O)c1	3%	17%	-10%	-2%	-4%	12%	-2.2	2%	5
COc1cc(-c2nnc(COc3ccc(Cl)cc3C)o2)cc(OC)c1OC	5%	-5%	2%	1%	-3%	-6%	-1.4	5%	-2
COc1ccc2oc(C(=O)N(CC(C)C)C3CCS(=O)(=O)C3)c(C)c2c1 (stereo not given)	-5%	18%	-19%	-5%	5%	-19%	-1.1	-4%	-23

An excerpt of these results, as labelled records:
> Cc1cc2nnc(SCC(=O)NCC(c3ccccc3)N(C)C)n2c2ccccc12 (stereo not given)
  aSyn yeast inh: 4%
  FUS suppressor: x
  PLK1 PBD inh: 3%
  WRN inhibitor: -6%
  EPAC1 ag: 1%
  EPAC1 antagonist: 13%
  IL2 activator: -1.1
  Abeta yeast res: -1%
  PI5P4Ka inh: -3

> CC1(C)CC(=O)c2sc(NC(=O)CN3CCOCC3)nc2C1
  aSyn yeast inh: 5%
  FUS suppressor: 8%
  PLK1 PBD inh: 1%
  WRN inhibitor: 0%
  EPAC1 ag: -13%
  EPAC1 antagonist: 1%
  IL2 activator: 1.3
  Abeta yeast res: 6%
  PI5P4Ka inh: 7

The listing picks up with the four entries that preceded the break.
SMILES	aSyn yeast inh	FUS suppressor	PLK1 PBD inh	WRN inhibitor	EPAC1 ag	EPAC1 antagonist	IL2 activator	Abeta yeast res	PI5P4Ka inh
Cc1ccc(C)c(N2CCN(CCN3CCCCC3)CC2)c1	8%	-18%	-11%	7%	-12%	3%	2.4	-10%	0
CCC(=O)Nc1ccc(Cl)c(NC(=S)NC(C)=O)c1	3%	17%	-10%	-2%	-4%	12%	-2.2	2%	5
COc1cc(-c2nnc(COc3ccc(Cl)cc3C)o2)cc(OC)c1OC	5%	-5%	2%	1%	-3%	-6%	-1.4	5%	-2
COc1ccc2oc(C(=O)N(CC(C)C)C3CCS(=O)(=O)C3)c(C)c2c1 (stereo not given)	-5%	18%	-19%	-5%	5%	-19%	-1.1	-4%	-23
CCOC(=O)C1CCN(S(=O)(=O)c2cccc(C(=O)Nc3ccccc3)c2)CC1	-1%	x	-1%	-13%	-12%	-19%	-0.5	11%	-2
O=C(NC(=S)NCc1cccnc1)c1ccc([N+](=O)[O-])cc1	-2%	-29%	-9%	-3%	-5%	-8%	-0.8	5%	3
Cc1ccc2nc(-c3ccc(NC(=O)COC(=O)c4ccc(Br)o4)cc3)sc2c1	8%	6%	-1%	3%	-2%	11%	3.1	-15%	-1
O=[N+]([O-])c1cc(S(=O)(=O)N2CCCC2)ccc1NCCc1ccccc1	2%	-21%	0%	-5%	-1%	-1%	0.9	3%	2
COc1ccc(N2C3=[N+](CC2(C)O)c2ccccc2CC3)cc1 (stereo not given)	-6%	7%	-3%	13%	2%	6%	-4.5	1%	x
c1ccc2c(Cn3nnc4ccccc43)cccc2c1	0%	18%	-4%	-4%	6%	7%	1.0	37%	x
CCNC(=S)Nc1ccc2c(c1)c(=O)n(C)n2Cc1cccc(C(F)(F)F)c1	-2%	20%	27µM*	5%[57.1 µM]	-10%	-7%	0.3	-13%	-29
COc1ccc(NC(=O)c2ccc(S(=O)(=O)NCc3cccnc3)cc2)cc1	2%	13%	-2%	-8%	-2%	0%	-1.0	13%	4
O=C(NC(=S)NNC(=O)c1ccccc1[N+](=O)[O-])c1ccccc1	5%	38%	u	-26%	-2%	1%	0.8	13%	u
CCCCC1(C(=O)OC)NC(c2ccc(O)cc2)C2C(=O)N(c3ccccc3)C(=O)C21 (stereo not given)	5%	13%	5%	9%	-2%	-16%	-1.1	5%	-2
Cc1onc(-c2ccccc2)c1C(=O)NCC1CCN(C(=O)c2c(-c3ccccc3)noc2C)CC1	-2%	26%	-9%	3%	0%	-13%	-0.2	-3%	8
COCCNC(=O)C1(C)CCCN(Cc2noc(-c3ccccc3OC)n2)C1 (stereo not given)	2%	-18%	-6%	-14%	-3%	-16%	0.0	4%	-9
CCCCOC(=O)c1cccc(NC(=O)CCC(=O)O)c1	4%	-21%	1%	-4%	2%	3%	11	-1%	x
Cc1occc1C(=O)N1CCCC(CCC(=O)NCc2ccc(F)c(F)c2)C1 (stereo not given)	-2%	15%	-1%	3%	-4%	-8%	1.1	5%	3
O=C(Nc1ccc2c(c1)OCO2)c1n[nH]c(=O)c2ccccc12	-9%	31%	-22%	-9%	1%	-1%	-2.2	-14%	-57*
COCCNC(=O)c1cc(-c2ccncc2)nc2ccc(S(=O)(=O)N3CCOCC3)cc12	-1%	-8%	-5%	8%	-2%	-24%	3.5	13%	-4
O=C(Nc1ccc(S(=O)(=O)Nc2ncccn2)cc1)c1ccco1	-4%	16%	1%	7%	-2%	6%	0.3	5%	2
O=C(COC(=O)C1COc2ccccc2O1)NC1CCS(=O)(=O)C1 (stereo not given)	-1%	4%	-3%	8%	-3%	16%	-0.7	5%	1
CN(CC(=O)Nc1cccc(F)c1)CC(=O)Nc1ccc(Cl)cc1[N+](=O)[O-]	6%	-12%	1%	-8%	7%	-19%	-1.8	6%	0
